Screening data as filed in PubChem.
MrgX1 agonist: agonists of human MrgX1 receptor; MrgX1-HEK293 cells, Fluo-4 calcium fluorescence, agonist mode; hits give high values; B-score at 10 µM; 0.44% of 310,000 active;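 active = calcium response B-score plate-corrected fluorescence ratio at least 3 library SD, with starting fluorescence B-score inside 5 SD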
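Assay system: stable human MrgX1 HEK293 cell line. Quantity: 15,000 cells per well. Schedule: cells plated overnight, dye loaded 0.5 h 37 °C, 0.5 h room temperature. Detection: Fluo-4 NW calcium-flux fluorescence, kinetic read. Read-out basis: peak-minus-minimum fluorescence over baseline, converted to B scores. Control set: positive and negative control wells on each plate.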
MrgX1 PAM: allosterically activates human MrgX1 receptor signaling | Q96LB2 | MrgX1-HEK293, Fluo-4 calcium flux, FDSS; hits give high values | B-score at 10 µM | 0.63% of 310,000 active | AID 588675;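 active = plate-corrected calcium response at least 3 library SD above typical, normal starting fluorescence, not activating the receptor alone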;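 note: compound read alongside a low EC10 to EC30 dose of BAM8-22 agonist; peak minus trough fluorescence over baseline measured at the second addition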
TRPC4 block: blocks the mouse TRPC4 cation channel; AID 2247; HEK293 TRPC4beta/mu-opioid, DAMGO-evoked Fluo4 calcium flux; hits give low values; 0.39% of 300,000 active; B-score at 10 µM;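 active = B-score over 3 SD under the library average, no early fluorescence shift, positive overall ratio signal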
Target sequence (Q9QUQ5 whole entry, looked up): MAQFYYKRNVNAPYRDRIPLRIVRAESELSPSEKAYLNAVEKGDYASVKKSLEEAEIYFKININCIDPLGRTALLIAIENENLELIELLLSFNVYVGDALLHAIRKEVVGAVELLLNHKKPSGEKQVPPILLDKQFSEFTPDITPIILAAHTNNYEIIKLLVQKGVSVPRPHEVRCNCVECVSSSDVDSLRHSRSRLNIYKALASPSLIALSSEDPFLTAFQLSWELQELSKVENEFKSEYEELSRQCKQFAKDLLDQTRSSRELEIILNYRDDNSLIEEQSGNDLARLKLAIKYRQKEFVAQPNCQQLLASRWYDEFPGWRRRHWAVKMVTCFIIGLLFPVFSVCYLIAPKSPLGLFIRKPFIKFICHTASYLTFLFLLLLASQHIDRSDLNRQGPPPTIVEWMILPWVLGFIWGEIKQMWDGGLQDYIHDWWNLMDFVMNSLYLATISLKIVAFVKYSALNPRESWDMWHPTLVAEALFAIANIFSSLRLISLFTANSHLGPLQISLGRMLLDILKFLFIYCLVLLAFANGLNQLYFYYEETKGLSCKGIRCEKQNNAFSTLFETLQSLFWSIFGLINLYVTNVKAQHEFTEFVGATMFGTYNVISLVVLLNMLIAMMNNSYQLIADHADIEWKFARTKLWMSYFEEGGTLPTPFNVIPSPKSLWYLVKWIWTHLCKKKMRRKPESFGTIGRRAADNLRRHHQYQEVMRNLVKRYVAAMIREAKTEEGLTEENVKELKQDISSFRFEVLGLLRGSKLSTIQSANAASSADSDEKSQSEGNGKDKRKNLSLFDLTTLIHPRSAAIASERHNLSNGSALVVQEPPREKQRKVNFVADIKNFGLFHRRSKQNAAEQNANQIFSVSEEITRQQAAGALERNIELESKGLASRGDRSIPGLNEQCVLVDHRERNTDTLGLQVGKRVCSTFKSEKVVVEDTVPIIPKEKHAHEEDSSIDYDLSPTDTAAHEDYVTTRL
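material = TRPC4beta/mu-opioid receptor HEK293 cell line | probe or stimulus = sequential submaximal and maximal DAMGO stimulation | compound dosing = one concentration per compound | measured by = Fluo4 Ca2+ flux fluorescence | evaluation = integrated fluorescence ratio relative to baseline, converted to per-well B score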
TRPC6 act: mouse TRPC6 channel activation | Q61143 | HEK293-TRPC6 membrane potential dye fluorescence; hits give high values | B-score at 10 µM | 0.13% of 310,000 active;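 active = B-score of the integrated fluorescence ratio above library mean plus 3 SD, and starting fluorescence ratio within library mean plus 5 SD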;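 note: higher score means more depolarization so channel activation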
TRPC6 inhibitor: blocks the mouse TRPC6 cation channel. B-score at 10 µM. Q61143. HEK293-TRPC6, membrane potential dye, ACh-evoked depolarization; hits give low values. 1.1% of 310,000 active;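 active = B-score under library mean minus 3 SD, initial fluorescence not abnormally high, positive integrated signal ratio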;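 note: B-score derived from integrated fluorescence ratio over the kinetic read; more negative B-score means stronger inhibition of depolarization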
MrgX1 antag: human MrgX1 receptor antagonism, primary screen | Q96LB2 | MRGX1-HEK293 calcium flux, Fluo-4, BAM8-22 antagonism; hits give low values | B-score at 10 µM | 1.3% of 310,000 active | AID 588676;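 active = calcium-response B-score plate-corrected more than 3 library SD below zero, starting fluorescence within 5 deviations, no agonist response on first addition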;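 note: peak minus trough fluorescence over baseline after final BAM8-22 challenge near maximal dose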
ANO1 block: inhibitors of mouse TMEM16A calcium-activated chloride channel. Q8BHY3. HEK293 TMEM16A/YFP iodide influx fluorescence, ionomycin. normalized B-score (activity score, 25-100; higher = stronger inhibition) at 10 µM. 1.2% of 310,000 active;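 active = ratio plate-corrected score three or more library SD toward inhibition, starting fluorescence score within five deviations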;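 note: score derived from kinetic fluorescence span divided by baseline fluorescence per well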
TRPC4 act: TRPC4 (mouse) channel activation; AID 2237; 0.49% of 310,000 active; Q9QUQ5; HEK293 TRPC4beta/mu-opioid, Fluo4 calcium fluorescence; hits give high values; B-score at 10 µM;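 active = B-score above 5 SD of library B-scores, and initial fluorescence ratio not above library mean plus 5 SD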;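 note: positive B-score marks a calcium rise read as TRPC4 activation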
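system = HEK293 cells stably co-expressing mouse TRPC4beta and mu-opioid receptor | schedule = Fluo4 dye loading 45 min at room temperature, 110 s recording | measure = B-scored integrated calcium fluorescence ratio | signal = Fluo4 calcium-sensitive dye fluorescence, kinetic, 1 Hz baseline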
SKKanGAS inh: inhibitors of SKKanGAS S. pyogenes growth in kanamycin (SK-promoter or general growth effect). BacTiter-Glo, 6 h. inhibition, % at 7.5 µM. 1.3% of 300,000 active. AID 1662;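 active = mean replicate score, as percent of positive control median, at least 50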;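 note: strain carries kanamycin resistance gene driven by streptokinase promoter and grows in 40 µg/ml kanamycin; loss of luminescence reflects streptokinase promoter inhibition or plain growth inhibition; 0% = median of DMSO wells and 100% = positive control at its reference dose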
ANO1 activ: activators or potentiators of mouse TMEM16A chloride channel; HEK293 TMEM16A/YFP-H148Q/I152L, iodide quench fluorescence; hits give low values; 0.3% of 340,000 active; AID 623877; B-score at 10 µM; Q8BHY3;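 active = fluorescence-ratio B-score plate-corrected deviation score at least 3 library SD below zero, with starting fluorescence score within 5 deviations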;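 note: channel opened by trigger with iodide after compound preincubation; score built on the fluorescence ratio of max minus min over baseline; more negative score means more quench and so TMEM16A activation or potentiation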
TRPC4 potent: TRPC4 (mouse) allosteric potentiation; Q9QUQ5; HEK293 TRPC4beta/mu-opioid, DAMGO EC20, Fluo-4 Ca2+ flux; hits give high values; B-score at 10 µM; 0.42% of 310,000 active;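 active = B-score of calcium response area above 5 SD of library B-scores, with initial fluorescence ratio within 5 SD of library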;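 note: B-score of integrated fluorescence ratio over time as area under calcium response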
Starred values were filed as active, the others as inactive; i = inactive; . = no result given.

SMILES	MrgX1 agonist	MrgX1 PAM	TRPC4 block	TRPC6 act	TRPC6 inhibitor	MrgX1 antag	ANO1 block	TRPC4 act	SKKanGAS inh	ANO1 activ	TRPC4 potent
O=C(Nc1cccc2nsnc12)C1CC(=O)N(c2ccccc2)C1 (stereo not given)	i	i	i	i	i	i	i	i	6.2	i	i
C=CCn1c(SCc2nc3ccccc3[nH]2)nnc1-c1ccncc1	i	i	i	i	i	i	i	i	6.4	i	i
CCCOc1ccc2nc(C)c(CCC)c(SC(=N)N)c2c1	i	i	i	i	i	i	i	i	-2.8	i	i
CCCCn1c(-c2ccccc2)nnc1-c1ccccc1	i	i	i	i	i	i	i	i	-3.0	i	i
CCOC(=O)C1(Cc2cccc(OC)c2)CCN(Cc2cccc(OCC)c2O)CC1	i	i	i	i	i	i	i	i	4.4	i	i
O=C(c1cc2ccccn2n1)N1CCN(c2cccc(C(F)(F)F)c2)CC1	i	i	i	i	i	i	i	i	-8.3	i	i
CCC(C)(C)n1nnnc1C(c1cc2cc3c(cc2[nH]c1=O)OCO3)N1CCN(C)CC1 (stereo not given)	i	i	i	i	i	i	i	i	-3.3	i	i
CCc1cccc(NC(=O)CSc2nc3c(c(=O)[nH]2)CCCC3)c1	i	i	i	i	i	i	i	i	2.7	.	i
CC1(C)CC(NC(=O)C(c2ccccc2)c2ccccc2)CC(C)(C)N1	i	i	i	i	i	i	i	i	2.5	i	i
COc1ccc(C(=O)Nc2cccnc2Cl)cc1OC	i	i	i	i	i	i	i	i	1.7	i	i
Cc1c(NC(=O)CCc2ccccc2)cccc1[N+](=O)[O-]	i	i	i	i	i	i	i	i	-3.5	i	i
COC(=O)CC(=O)Cc1nc(N)nc(Nc2ccc(C)c(C)c2)n1	i	i	i	i	i	i	i	i	-4.5	i	i
CCOC(=O)N1CCN(C(=O)c2cc3sccc3n2C)CC1	i	i	.	i	i	i	i	i	-0.7	i	i
COc1cccc2cc(-c3cc(=O)oc4ccc(O)cc34)oc12	i	i	i	i	i	i	i	i	4.7	i	i
CC1=C(C(=O)NC2CCCc3c2cnn3-c2cccc(C)c2C)OCCO1 (stereo not given)	i	i	i	i	i	i	i	i	22.2	i	i
Clc1ccccc1-c1nnc2sc(-c3ccco3)nn12	i	i	i	i	i	i	i	i	1.8	i	i
COC(=O)c1c(C(=O)OC)c2n(c1C)CCS2	i	i	i	i	i	i	i	i	-0.2	i	i
Cc1nn2c(NCCOCCO)c3c(nc2c1-c1ccccc1)CCC3	i	i	i	i	i	i	i	i	1.7	i	i
Oc1ccc(/C=N/N2CCCCC2)c(O)c1	i	i	i	i	i	i	i	i	1.4	i	i
O=C1Nc2ccccc2/C1=C/c1ccccc1Cl	i	i	i	i	i	i	i	i	-0.8	i	i
COC(=O)C(CCSC)NC(=O)/C=C/c1ccc(OC)cc1 (stereo not given)	i	i	i	i	i	i	i	i	-4.1	i	i
COc1ccc(S(=O)(=O)N2CCOCC2)cc1NC(=O)COc1ccccc1	i	i	i	i	i	i	i	i	1.5	i	i
CCCCCCCCCCCCN1[C@@H](CC(=O)O)c2cc(F)ccc2S1(=O)=O	i	i	i	i	i	i	100*	i	17.6	i	i
Cc1ccc2cc(C#N)c(NCCNC(=O)C3CCC3)nc2c1C	i	i	i	i	i	i	i	i	-3.3	i	i
CCCS(=O)(=O)NCCc1csc(-c2ccc(OC)c(OC)c2)n1	i	i	i	i	i	i	i	i	-2.2	i	i
Cc1ccc2c(c1)sc[n+]2Cc1ccccc1	i	i	i	i	i	i	i	i	-21.4	i	i
CSc1nc2ccc(Br)cc2[nH]1	i	i	i	i	i	i	i	i	7.2	i	i
COCc1cc(CN2CCN(CCCc3ccccc3)C(CCO)C2)ccc1OC (stereo not given)	i	i	i	i	i	i	i	i	-2.5	i	i
COC(=O)C1=NN[C@H](C(=O)OC(C)(C)C)[C@H]1c1ccccc1	i	i	i	i	i	i	i	i	1.4	i	i
CCOc1ccc(-c2cc(N)n(S(=O)(=O)c3ccc(OC)c(OC)c3)n2)cc1	i	i	i	i	i	i	i	i	-4.6	i	i
COc1ccc(CNc2ccc(S(N)(=O)=O)cc2)c(OC)c1OC	i	i	i	i	i	i	i	i	7.1	i	i
COc1ccccc1NS(=O)(=O)c1c(C)[nH]c(C)c1C(=O)N1CCCC1	i	i	i	i	i	i	i	i	-1.9	i	i
Cc1nc(CCNC(=O)CC2C(=O)NCCN2Cc2ccccc2F)sc1C (stereo not given)	i	i	i	i	i	i	i	i	-4.1	i	i
COc1cccc(NC(=O)Cn2nnc(C(=O)Nc3cc(Cl)ccc3OC)c2N)c1	i	i	i	i	i	i	i	i	5.4	i	i
CCCCCn1nc(C(=O)OCc2nnc(-c3ccccc3)o2)c2ccccc2c1=O	i	i	i	i	i	i	i	i	-4.2	i	i
CCOC(=O)c1c(NC(=O)COC(=O)Cn2cnc3ccccc32)sc2c1CCC(C)C2 (stereo not given)	i	i	.	.	.	i	i	.	.	i	.
COc1ccc(-n2c(SC(C)C(=O)Nc3ncc(Cl)cc3Cl)nc3ccccc32)cc1 (stereo not given)	i	i	i	i	i	i	i	i	15.6	i	i
COc1ccc(N2C(=O)CC(N3CCC(O)(c4ccc(Br)cc4)CC3)C2=O)cc1 (stereo not given)	i	i	i	i	i	i	i	i	2.5	i	i
CCOc1ccc(N2CC(C(=O)Nc3ccccc3C(=O)N3CCOCC3)CC2=O)cc1 (stereo not given)	i	i	i	i	i	i	i	i	-0.9	i	i
CCCn1c(O)c(CN2CCCCC2)c(C)c(C#N)c1=O	i	i	i	i	i	i	i	i	-9.9	.	i
CO[C@H]1C=CO[C@@]2(C)Oc3c(C)c(O)c4c(O)c(c5c(c4c3C2=O)NC2(CCN(CC(C)C)CC2)N=5)=NC(=O)C(C)=CC=C[C@H](C)[C@H](O)[C@@H](C)[C@@H](O)[C@@H](C)[C@H](OC(C)=O)[C@@H]1C	i	i	i	i	i	i	i	i	106.4*	.	i
Cn1c(=O)[nH]c(=O)c2c1ncn2CCCc1ccccc1	i	i	i	i	i	i	i	i	-0.1	i	i
COc1ccc(CNC(=O)CSc2nnnn2Cc2ccccc2)cc1	i	i	i	i	i	i	i	i	-1.7	i	i
CC1(C)CC(=O)C=C(c2cccc3c2oc2ccccc23)C1	i	i	i	i	i	i	i	i	5.2	i	i
Cc1cc(C)nc(SCCn2c(N3CCOCC3)nc3c2c(=O)[nH]c(=O)n3C)n1	i	i	i	i	i	i	i	i	16.7	i	i
COc1cc(-c2nc3ccccn3c2/N=C/c2cc(OC)c(O)cc2Cl)ccc1O	i	i	i	i	-5.83*	i	i	i	11.6	i	i
CC(=O)Oc1cc2oc(=O)cc(C)c2cc1OC(C)=O	i	i	i	i	i	i	i	i	1.1	i	i
O=C(Nc1sc2c(c1C(=O)O)CCC2)C(=O)N1CCOCC1	i	i	i	i	i	i	i	i	-2.6	i	i
CC1CC(C)(C)N(C(=O)CSc2ccc(-c3ccc(F)cc3)nn2)c2ccccc21 (stereo not given)	i	i	i	i	i	i	100*	i	-7.0	i	i
COc1ccc(/C(C)=N/NC(=S)NCc2ccco2)cc1	i	i	i	i	i	i	i	i	-13.1	i	i
Cc1cc(-c2ccco2)c(C#N)c2nc3ccccc3n12	i	i	.	.	.	i	i	.	37.8	i	.
COc1cc(/C=C/C(=O)c2c(O)ccc3c(C)cc(=O)oc23)ccc1O	i	6.7*	i	i	i	i	i	i	33.0	i	i
O=C(NNC(=O)c1ccccc1O)c1ccc(NS(=O)(=O)c2ccc(F)c(F)c2)cc1	i	i	i	i	i	i	i	i	1.4	i	i
O=S1(=O)CCN(OCc2ccc(Cl)cc2)CC1	i	i	i	i	i	i	i	i	7.6	i	i
CCN(CC)S(=O)(=O)c1cccc(C(=O)NC(C)C(c2cccs2)N2CCCC2)c1 (stereo not given)	i	i	i	i	i	i	i	i	-11.6	i	i
CC(C)c1cc(Br)ccc1OCCCN1C(=O)NC(C)(C)C1=O	i	i	i	i	i	i	i	i	1.2	i	i
O=C1CC(NN2CCCCC2)C(=O)N1c1ccccc1 (stereo not given)	i	i	i	i	i	i	i	i	-3.3	i	i
O=c1cc(-c2ccccc2)cc(-c2ccccc2)n1CCO	i	i	i	i	i	i	i	i	-0.1	i	i
Brc1csc(C=Nc2ccc3c(c2)OCCOCCOCCOCCO3)c1	i	i	i	i	i	i	i	i	1.0	i	i
CC(=O)c1ccc(OCCN2CCOCC2)cc1	i	i	i	i	i	i	i	i	-7.3	i	i
The list continues.
SMILES	MrgX1 agonist	MrgX1 PAM	TRPC4 block	TRPC6 act	TRPC6 inhibitor	MrgX1 antag	ANO1 block	TRPC4 act	SKKanGAS inh	ANO1 activ	TRPC4 potent
COc1ccc(-c2csc(NC(=O)C3CCCCN3S(=O)(=O)c3ccccc3)n2)cc1 (stereo not given)	i	i	i	i	i	i	i	i	-0.1	i	i
Cc1ccc(NC(=O)Nc2cccs2)c(Cl)c1	i	i	i	i	i	i	i	i	-0.2	i	i
C=CCNCCOCCOc1ccc(C)cc1Br	i	i	i	i	i	i	i	i	-1.3	i	i
c1ccc(SCCc2ccncc2)cc1	i	i	i	i	i	i	i	i	1.0	i	i
O=C(CCCc1c[nH]c2ccccc12)NCc1cccs1	i	i	i	i	i	i	i	i	3.0	i	i
CC1CCN(S(=O)(=O)N2CCC(C(=O)NCCC3=CCCCC3)CC2)CC1	i	i	i	i	i	i	i	i	18.1	i	i
Nn1c(SCC(=O)Nc2ccc3c(c2)OCCO3)nnc1-c1ccccn1	i	i	i	i	i	i	i	i	-4.6	i	i
C=CCc1cc(/C=C2/NC(=O)N(CC)C2=O)cc(OCC)c1OCc1ccc(C(=O)O)cc1	i	i	i	i	i	i	i	i	61.5*	i	i
O=C(Nc1nnc(C2CC2)s1)c1cccs1	i	i	i	i	i	i	i	i	1.6	i	i
